High-throughput results from PubChem.
G6PDH CS – inhibits Leuconostoc G6PDH, flagging false hits in G6PDH-based assays | 200,000 compounds, 0.12% hits | AID 1020 | inhibition, % at 5 µM | Purified L. mesenteroides G6PDH, diaphorase/resazurin coupled fluorescence, 45 min; in the data active means inhibition above about 50%
APP transl inh – APP translation inhibition; SH-SY5Y APP 5'UTR-luciferase reporter, luminescence; inhibition, % at 2 µM; 190,000 compounds, 0.82% hits;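 active means inhibition above a set limit, derived from the sample mean plus 3 SD, cut at about 45% in these data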; further: values of inactives mirror those of a sister screen read the other way
APP 5'UTR act – activates APP 5'UTR luciferase reporter. SH-SY5Y APP 5'UTR luciferase reporter, luminescence; zero percent = DMSO vehicle wells. activation, % at 2 µM. 190,000 compounds, 1% hits. AID 1276;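 active means activation above a set limit, based on mean plus 3 SD of controls, cut at about 140% in these data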; further: values of inactives mirror those of a sister screen read the other way
Diaph inh CS – diaphorase inhibition or chemical oxidation counter-screen; diaphorase resazurin-to-resorufin fluorescence, NADH, 16 min; bacterial (C. kluyveri) enzyme, not human; 190,000 compounds, 0.69% hits; inhibition, % at 20 µM;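 active means primary screen inhibition at 20 µM above a set limit, cut at about 50% in these data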;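 further: plate controls were DMSO with full reaction for no effect and wells lacking NADH for full effect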
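Benchmarks: positive control wells lacking NADH, neutral wells with DMSO only. System: bacterial diaphorase enzyme (C. kluyveri). Input: 0.14 U/mL diaphorase, enzyme working solution. Detection: resorufin fluorescence, excitation 544 nm, emission 590 nm. Times: 16-min room-temperature incubation before reading.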
FLuc act counter – affects firefly luciferase, flagging false hits in luciferase stimulation screens | activation factor at 10 µM | ATPlite luciferase biochemical, luminescence, 10 min; 0 = ATP-free wells, 1 = DMSO control | AID 1027 | 200,000 tested, under 10 active | P08659;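 active means luciferase activation factor, scaled between plate controls, of at least 2 with compound at 10 µM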
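Assay system: Luciferase/luciferin detection reagent, cell-free biochemical luciferase assay / Read-out: luciferase activation / Benchmarks: No-ATP low control, compound-free enzyme-plus-ATP high control / Medium: PBS buffer for ATP / Detection: luminescence measurement of luciferase light output / Schedule: 10 min at ambient temperature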
STAT1 act – STAT1 signaling activation | NIH 3T3 STAT1-luciferase reporter, IFN-gamma, luminescence; 100% = IFN-gamma alone, no compound | activation (% of control), % at 5.5 µM | 200,000 compounds, 2.6% hits | AID 932;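 active means activation above the screen-wide mean activation plus 3 SD, cut at about 130% in these data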;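 further: raw ratio to IFN-gamma control signal so 100% means no change and 0% no light; values of inactives mirror those of a sister screen read the other way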
TLR4-MyD88 BLA – TLR4-MyD88 interaction inhibition in cells | O00206+Q99836 | HeLa CL3-4 TLR4/MyD88 BLA complementation, FRET ratio | inhibition, % at 8.4 µM | 200,000 compounds, 0.18% hits; in the data active means inhibition above about 25%;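 further: 0% = vehicle and 100% = reference inhibitor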
Target sequence (O00206 whole entry, looked up): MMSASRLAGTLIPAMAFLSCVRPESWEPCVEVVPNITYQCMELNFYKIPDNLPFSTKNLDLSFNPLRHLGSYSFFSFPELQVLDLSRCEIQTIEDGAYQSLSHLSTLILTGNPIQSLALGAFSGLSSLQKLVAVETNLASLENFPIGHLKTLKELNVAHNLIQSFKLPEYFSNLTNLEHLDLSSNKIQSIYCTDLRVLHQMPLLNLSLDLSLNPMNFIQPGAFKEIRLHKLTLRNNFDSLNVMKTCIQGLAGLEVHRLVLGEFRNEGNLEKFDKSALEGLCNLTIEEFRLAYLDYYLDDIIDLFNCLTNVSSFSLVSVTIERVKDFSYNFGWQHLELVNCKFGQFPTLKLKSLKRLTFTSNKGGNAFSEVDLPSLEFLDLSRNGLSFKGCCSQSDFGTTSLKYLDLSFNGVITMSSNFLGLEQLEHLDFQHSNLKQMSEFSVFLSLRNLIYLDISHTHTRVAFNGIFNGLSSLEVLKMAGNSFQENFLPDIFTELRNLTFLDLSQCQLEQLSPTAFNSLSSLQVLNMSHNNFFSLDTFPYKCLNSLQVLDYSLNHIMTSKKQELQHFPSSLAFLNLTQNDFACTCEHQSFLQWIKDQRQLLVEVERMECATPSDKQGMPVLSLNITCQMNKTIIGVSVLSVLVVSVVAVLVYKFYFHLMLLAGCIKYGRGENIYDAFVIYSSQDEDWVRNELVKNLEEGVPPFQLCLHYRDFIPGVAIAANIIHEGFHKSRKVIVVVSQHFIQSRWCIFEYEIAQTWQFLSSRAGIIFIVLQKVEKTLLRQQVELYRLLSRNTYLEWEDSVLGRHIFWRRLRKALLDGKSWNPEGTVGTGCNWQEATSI
Target sequence (Q99836 whole entry, looked up): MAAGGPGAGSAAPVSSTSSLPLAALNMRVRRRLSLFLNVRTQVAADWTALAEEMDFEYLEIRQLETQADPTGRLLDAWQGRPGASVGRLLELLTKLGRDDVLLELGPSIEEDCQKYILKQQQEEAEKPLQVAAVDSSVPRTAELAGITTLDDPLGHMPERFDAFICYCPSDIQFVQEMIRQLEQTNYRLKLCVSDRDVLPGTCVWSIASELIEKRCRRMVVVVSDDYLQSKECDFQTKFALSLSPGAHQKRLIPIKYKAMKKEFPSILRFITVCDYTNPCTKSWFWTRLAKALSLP
NF-kB expr up – NF-kB expression increase, human neuronal cells; NF-kB reporter expression; hits give high values; fold change at 12.5 µM; 190,000 compounds, 1.6% hits; AID 1239; in the data active means fold change above about 3.3
Diaphorase act – diaphorase activation or chemical reduction counter-screen. Diaphorase/resazurin coupled assay, resorufin fluorescence, 16 min; hits give high values; 1 = vehicle wells, 0 = NADH-free wells. activation factor at 20 µM. 190,000 compounds, 0.005% hits. AID 1229;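 active means diaphorase activity raised at least twofold by the compound at 20 µM; inactive means activation factor below 2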
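Material: purified diaphorase enzyme from Clostridium kluyveri / Medium: HEPES pH 7.4 buffer with MgCl2 and Tween 20 / Schedule: enzyme reaction of 16 min at room temperature / Measured by: resorufin fluorescence, excitation 544 nm, emission 590 nm / Evaluation: rise in resorufin formation, marking diaphorase activation or chemical reduction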
FLuc inh counter – inhibits firefly luciferase, flagging false hits in luciferase inhibition screens. AID 1006. ATPLite firefly luciferase biochemical luminescence, 10 min. inhibition, % at 10 µM. P08659. 200,000 compounds, 1.5% hits;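 active means inhibition above about 50% when tested at 10 µM, limit read from the data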
An asterisk follows results filed as active; nt = not tested or not shown.

Compound	G6PDH CS	APP transl inh	APP 5'UTR act	Diaph inh CS	FLuc act counter	STAT1 act	TLR4-MyD88 BLA	NF-kB expr up	Diaphorase act	FLuc inh counter
CN(C)/C=C(/C(=O)c1ccccc1)n1cncn1	15.2	-1.9	1.9	1.4	1.1	100.2	-11.2	0.97	1	-6.7
O=C(NC1CCCC1)C(c1ccncc1)N(CC1CCCO1)C(=O)Cn1nnc(-c2cccs2)n1 (stereo not drawn)	-7.2	-4.1	4.1	21.2	1.1	102.5	6.0	1.12	0.8	-8.4
CC1=NN(c2ccc(Cl)c(C(=O)O)c2)C(=O)/C1=C\c1ccc(-c2ccc(C(=O)O)cc2)o1	-8.5	-6.1	6.1	17.7	1	100.9	9.2	1.48	0.8	-3.1
Cn1c(/N=C/c2c(O)ccc3ccccc23)nc2ccccc21	11.8	7.6	-7.6	77.3*	1	90.3	-16.5	0.59	0.2	3.9
Cn1c(C(=O)NCC2CCCO2)cc2c(=O)n3ccccc3nc21 (stereo not drawn)	8.3	0.7	-0.7	6.6	1	117.3	-5.0	1.01	0.9	4.7
CCn1c(=O)cc(SCC(=O)Nc2ccc(Cl)cc2)c2ccccc21	-4.9	-10.4	10.4	12.9	1	91.7	-9.9	1.51	0.9	-4.8
COc1coc(C(O)CN)cc1=O (stereo not drawn)	3.5	19.9	-19.9	9.5	1	97.7	18.7	1.37	0.9	-3.1
O=c1c2ccccc2nc(SCCN2CCCCC2)n1CCc1ccccc1	8.9	12.1	-12.1	nt	1.1	99.8	-5.7	1.03	nt	-6.2
O=C(c1ccc([N+](=O)[O-])s1)N1CCN(c2cccc(Cl)c2)CC1	11.8	-10.9	10.9	18.5	1	90.4	-5.4	0.92	0.8	-1.9
O=C1Nc2ccccc2C12OCC1(CO2)COC2(OC1)C(=O)Nc1ccccc12 (stereo not drawn)	4.8	21.4	-21.4	12.7	1	94.7	2.5	0.75	0.9	0.7
CC(C)C(=O)NCCCc1ccccc1	3.0	1.4	-1.4	20.9	1	90.9	-1.9	1.01	0.8	-2.7
CC1CCCCN1C(=O)Cn1c(=O)n(-c2ccc(F)cc2)c(=O)c2sccc21 (stereo not drawn)	12.2	-3.0	3.0	-9.4	1	94.5	13.7	1.21	1.1	-2.6
CNC(=O)CCn1nc(-c2ccc(Cl)cc2)c2ccccc2c1=O	-2.7	-4.1	4.1	7.1	1	81.9	13.1	0.96	0.9	-4.9
c1ccc2c(c1)Nc1nccnc1S2	3.9	-33.2	33.2	17.6	1	113.3	-5.6	0.96	0.8	1.3
COc1ccc(N2CCN(C(=O)CSc3nc4cc(OC)c(OC)cc4cc3C#N)CC2)cc1	13.3	nt	nt	3.7	1.1	nt	nt	nt	1	-6.5
CC(c1cccnc1)N(CCN(C)C)C(=O)Nc1ccc(Cl)cc1 (stereo not drawn)	-1.8	-10.2	10.2	10.9	1.1	107.7	-9.7	1.26	0.9	-6.0
C=CCOc1ccc(C2C(C(=O)c3ccco3)=C(O)C(=O)N2CCCN(CC)CC)cc1 (stereo not drawn)	8.4	-2.7	2.7	13.6	1	101.1	-8.1	1.11	0.9	-1.3
O=C(c1cc2ccccc2oc1=O)N(Cc1ccccc1)Cc1ccc2c(c1)OCO2	12.3	9.1	-9.1	14.2	1	111.1	4.5	0.59	0.9	0.9
O=C(NC(=S)Nc1cc(S(=O)(=O)N2CCOCC2)ccc1N1CCOCC1)C1CCCC1	8.8	1.3	-1.3	11.1	1.1	102.9	-9.9	1.09	0.9	-5.4
C#CCN(C(=O)Nc1ccccc1)c1ccccc1	13.2	-1.6	1.6	-22.4	1	99.9	-8.4	1.07	1.2	-1.7

A draw from above in order of molecular weight, largest number first.
Compound	G6PDH CS	APP transl inh	APP 5'UTR act	Diaph inh CS	FLuc act counter	STAT1 act	TLR4-MyD88 BLA	NF-kB expr up	Diaphorase act	FLuc inh counter
COc1ccc(N2CCN(C(=O)CSc3nc4cc(OC)c(OC)cc4cc3C#N)CC2)cc1	13.3	nt	nt	3.7	1.1	nt	nt	nt	1	-6.5
CC(c1cccnc1)N(CCN(C)C)C(=O)Nc1ccc(Cl)cc1 (stereo not drawn)	-1.8	-10.2	10.2	10.9	1.1	107.7	-9.7	1.26	0.9	-6.0
CNC(=O)CCn1nc(-c2ccc(Cl)cc2)c2ccccc2c1=O	-2.7	-4.1	4.1	7.1	1	81.9	13.1	0.96	0.9	-4.9

New compounds follow.
Compound	G6PDH CS	APP transl inh	APP 5'UTR act	Diaph inh CS	FLuc act counter	STAT1 act	TLR4-MyD88 BLA	NF-kB expr up	Diaphorase act	FLuc inh counter
Cc1[nH]n(-c2cccc3ccccc23)c(=O)c1/C=N/c1sc2c(c1C#N)CCC2	15.2	-10.8	10.8	18.5	0.9	94.2	-15.0	1.02	0.8	8.4
CCCc1cc(=O)[nH]c(SCC(=O)NC(=O)OCC)n1	0.0	-1.4	1.4	-3.5	1	102.1	4.7	1.24	1	1.6
CCOC(=O)Cn1nc(C)c(-c2ccccc2)c1N	4.5	-8.9	8.9	-8.9	1.1	104.5	15.4	1.68	1.1	-6.0
Nc1cc(Cl)ccc1C(=O)OCC(=O)NC(=O)NCc1ccccc1	7.9	2.8	-2.8	4.7	1	102.3	-1.9	1.12	1	-4.2
CCCSc1nnc(-c2c[nH]c3ccccc23)n1CC	-6.0	nt	nt	14.2	1	103.3	-1.6	1.08	0.9	0.0
COc1ccc(-c2nnc(SCc3c(C)noc3C)o2)cc1	1.3	-26.8	26.8	11.5	0.8	112.0	-5.7	1.47	0.9	20.3
COc1ccc(C2CC(=O)C=C(NCC3CCCO3)C2)cc1 (stereo not drawn)	4.5	-3.1	3.1	13.8	1	99.8	3.1	1.03	0.9	-4.8
COc1ccc(N2CCN(C(=O)CCS(=O)(=O)c3cccc4nsnc34)CC2)cc1	4.1	3.9	-3.9	19.5	1	94.0	1.8	1.01	0.8	-1.0
CC(=O)C1=C(O)C(=O)N(CCCn2ccnc2)C1c1ccc(Br)cc1 (stereo not drawn)	2.9	10.4	-10.3	2.9	1	96.8	-9.9	1.32	1	-4.1
COc1ccc2[nH]c3c(=O)n(CCCCC(=O)N4CCC(C(N)=O)CC4)c(=S)[nH]c3c2c1	-6.7	10.4	-10.3	25.3	1	102.7	0.0	1.15	0.7	-3.0
O=C(CCS(=O)(=O)c1ccc(Cl)cc1)Oc1ccc2c(c1)OCO2	18.2	5.5	-5.5	25.4	1	103.0	4.8	1.12	0.7	-4.4
COc1ccccc1-c1noc(CCC(=O)Nc2cccc(C)c2)n1	3.1	-18.7	18.7	14.0	1	99.1	1.1	0.86	0.9	-2.7
Cc1ccc(C(=O)N[C@H](C(=O)OCc2cc(=O)n3c(n2)sc2ccccc23)C(C)C)cc1	-27.6	2.6	-2.6	2.1	1	99.8	-3.9	1.16	1	-0.6
Cc1c(O)cc2n(c1=O)-c1ccc(Cl)cc1C2(C)C	6.2	-11.5	11.5	10.8	1.1	98.3	2.4	0.93	0.9	-8.3
CN(C)/C=N/c1sc2c(c1C#N)CCCCC2	3.4	-54.6	54.6	8.9	0.8	122.9	3.6	1.68	0.9	18.4
Cc1ccnc(NC(=O)c2c(-c3ccccc3Cl)noc2C)c1	3.1	1.2	-1.2	12.5	1	102.6	-5.1	1.31	0.9	1.5
O=C(COC(=O)c1ccncc1)Nc1ccccc1	5.1	-34.9	34.9	4.3	1.1	121.7	-9.1	1.38	1	-6.0
O=C(O)c1cccnc1Nc1ccc(Cl)cc1	8.1	-10.5	10.5	6.6	1	142.7*	-8.8	2.8	0.9	-1.6
CCN(CC)C(=O)C(=O)N/N=C/c1cccc(Br)c1	7.3	-1.8	1.8	6.8	1	93.1	-1.9	1.25	0.9	-3.7
O=C(CN(Cc1cccs1)S(=O)(=O)c1ccc(S(=O)(=O)NC2CCCCC2)cc1)Nc1ccccc1	4.2	-2.9	2.9	-2.1	1.1	98.0	-12.4	0.72	1	-8.6
COc1ccccc1Oc1ccc(S(=O)(=O)N2CCN(C)CC2)cc1	5.0	-1.8	1.8	16.1	1	104.2	2.6	1.13	0.8	-4.9
O=C(Oc1ccccc1)c1ccc2nccnc2c1	2.5	-17.3	17.3	6.5	0.9	105.1	-3.2	1.17	0.9	13.3
COCCCn1nnnc1SCC(=O)N1c2ccccc2CC1C (stereo not drawn)	15.9	2.6	-2.6	12.6	1.1	106.3	-14.1	1.22	0.9	-8.0
O=C(CN(Cc1ccccc1)S(=O)(=O)c1ccccc1)N/N=C/c1ccccc1C(=O)O	23.6	-10.7	10.7	12.9	1.1	94.2	-0.5	1.01	0.9	-5.7
CCCN1CCN(C(=O)c2ccc(Sc3ccc(C)cc3)c(NC(C)=O)c2)CC1	-4.0	7.8	-7.8	6.2	1	91.0	2.2	1.06	0.9	-2.5
Cc1ccc(NC(=O)CSCC(=O)NCCc2ccccn2)c(C)c1	6.4	16.0	-16.0	1.1	1	100.2	-5.2	1.07	1	-0.9
COC(=O)Cn1cnc2c(cnn2-c2ccccc2)c1=O	5.4	-15.4	15.4	-3.4	1	106.3	-1.9	1.05	1	2.9
S=C(NCc1cccnc1)Nc1ccc(Oc2ccccc2)cc1	6.8	-4.6	4.6	15.5	1.1	99.4	-3.6	1.01	0.8	-5.3
Cc1c(C(=O)N2CCOCC2)sc2ncn(CC(=O)N3CCC(C)CC3)c(=O)c12	-16.2	10.3	-10.3	6.1	1.1	102.6	6.7	1.31	0.9	-6.4
